EPAC1 antagonist = qHTS for Antagonist of cAMP-regulated guanine nucleotide exchange factor 3 (EPAC1): primary screen; Rap guanine nucleotide exchange factor 3 (Homo sapiens), O95398; EPAC1 GEF assay, Rap1b-BODIPY-GDP exchange fluorescence; Potency, µM (series often up to 115 µM), without a hit: top-dose activity change, negative = inhibition, most hits filed as inhibitors; 0.14% of 360,000 active;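 further: potency means the concentration at half of the fitted maximal effect; plate controls were vehicle for no effect and positive control for full effect; nearly all actives have a fitted effect of over 50% in size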
WRN inhibitor = qHTS for Inhibitors of WRN Helicase; Bifunctional 3'-5' exonuclease/ATP-dependent helicase WRN (Homo sapiens), Q14191; Potency, µM (top dose mostly 114 µM), for the others: at the top dose activity change, negative = inhibition, actives largely listed as inhibitors; WRN helicase unwinding, fluorescent forked duplex, kinetic; AID 651768, 2012; 0.46% of 360,000 active; further: potency means the concentration at half of the fitted maximal effect; on the % scale 0 is the no-effect control and ±100 the full control effect; nearly all actives have a fitted effect of over 55% in size
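Screening of the MLSMR collection measured strand separation of a quenched forked DNA duplex (100 nM) by 20 nM WRN with 2 mM ATP, all final. Compounds were preincubated with enzyme 15 min at room temperature.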
PI5P4K alpha inh = qHTS for Inhibitors of phosphatidylinositol 5-phosphate 4-kinase (PI5P4K) | PI5P4Kalpha enzyme, ADP-Glo luminescence, 60 min; active compounds read low | 1.2% of 330,000 active | max response, %; active means max response of -50% or lower; inconclusive means between -30% and -50%; inactive means -30% or higher; further: value at the top dose of about 77 µM; on the % scale 0 is the no-effect control and ±100 the full control effect
Target sequence (P48426 whole entry, looked up): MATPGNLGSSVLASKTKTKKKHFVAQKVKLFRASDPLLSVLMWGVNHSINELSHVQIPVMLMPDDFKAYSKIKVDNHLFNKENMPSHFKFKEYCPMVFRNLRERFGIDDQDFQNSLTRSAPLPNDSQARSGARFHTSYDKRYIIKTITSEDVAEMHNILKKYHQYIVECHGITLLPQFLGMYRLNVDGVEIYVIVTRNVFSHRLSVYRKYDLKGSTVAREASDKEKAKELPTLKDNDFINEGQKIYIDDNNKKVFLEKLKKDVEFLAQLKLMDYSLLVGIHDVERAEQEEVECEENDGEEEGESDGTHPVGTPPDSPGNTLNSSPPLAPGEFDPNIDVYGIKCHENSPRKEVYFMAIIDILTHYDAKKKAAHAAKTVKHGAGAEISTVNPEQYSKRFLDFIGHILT
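PI5P4Kalpha ADP-Glo assay; 5 microM ATP final; 60 min RT reaction; HEPES pH 7.4/EGTA/CHAPS, 5% DMSO; controls lacking substrate or enzyme; luminescent end-point.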
CCT chaperon mod = High-Throughput Screening for Modulators of Cytosolic Chaperonin Activity. activity change, % (concentration not given with the values), hits read low. purified chaperonin ATPase assay, HTRF ADP detection, 30 min. 0.3% of 360,000 active. AID 651819, 2012; in the data active means activity change below about -30%; further: on the % scale 0 is the no-effect control and ±100 the full control effect
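First, chaperonin was dispensed at 40 nM or 20 nM final depending on batch activity. Next, compounds were pinned at 76 uM and ATP added at 10 uM. After 30 min at 37 °C, ADP detection reagents ran 30 min at ambient temperature.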
PLK1 PBD inh = qHTS for Inhibitors of PLK1-PDB (polo-like kinase 1 - polo-box domain): Primary Screen; Serine/threonine-protein kinase PLK1 (Homo sapiens), P53350; Plk1 PBD binding of FITC phosphopeptide, fluorescence polarization; Potency, µM, without a hit: max response, negative = inhibition, actives largely listed as inhibitors; 2.8% of 360,000 active; further: potency means the concentration at half of the fitted maximal effect; series mostly up to about 57 µM; on the % scale 0 is the no-effect control and ±100 the full control effect; nearly all actives have a fitted effect of over 65% in size
Target sequence (P53350 whole entry, looked up, the tested form may be a part): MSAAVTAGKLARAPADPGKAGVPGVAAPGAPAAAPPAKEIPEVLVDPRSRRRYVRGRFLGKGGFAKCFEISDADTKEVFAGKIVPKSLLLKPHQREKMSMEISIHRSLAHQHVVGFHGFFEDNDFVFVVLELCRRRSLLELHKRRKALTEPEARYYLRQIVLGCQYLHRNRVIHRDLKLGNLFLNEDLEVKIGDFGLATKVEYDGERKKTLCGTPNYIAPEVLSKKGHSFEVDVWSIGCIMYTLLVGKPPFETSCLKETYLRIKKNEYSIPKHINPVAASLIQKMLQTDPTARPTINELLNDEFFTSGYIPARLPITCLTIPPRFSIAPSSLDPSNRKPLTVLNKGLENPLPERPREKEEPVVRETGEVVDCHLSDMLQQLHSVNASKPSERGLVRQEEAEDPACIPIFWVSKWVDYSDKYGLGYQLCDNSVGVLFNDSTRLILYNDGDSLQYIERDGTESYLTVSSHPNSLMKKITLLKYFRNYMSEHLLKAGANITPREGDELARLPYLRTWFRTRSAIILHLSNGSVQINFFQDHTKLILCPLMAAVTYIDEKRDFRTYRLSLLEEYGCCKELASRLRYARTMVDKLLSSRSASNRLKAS
EPAC2 antag = qHTS for Antagonist of cAMP-regulated guanine nucleotide exchange factor 2 (EPAC2): primary screen; EPAC2 GEF exchange of Rap1B-BODIPY-GDP, fluorescence; Potency, µM (titrated, usually from 114 µM), without a hit: at the top dose activity, negative = inhibition, actives largely listed as inhibitors; 0.18% of 360,000 active; further: potency means the concentration at half of the fitted maximal effect; on the % scale 0 is the no-effect control and ±100 the full control effect; nearly all actives have a fitted effect of over 45% in size; many of its hits are not listed in these tables
Mm-Cpn inhibitor = Inhibitors of TCP-1 ring complex (TRiC) of Methanococcus maripaludis (MmCpn): qHTS; purified Mm-Cpn ATPase, ADP Transcreener TR-FRET; Potency, µM (top dose mostly 76.9 µM), without a hit: at the highest dose activity, negative = inhibition, usual class: inhibitors; 0.031% of 330,000 active; further: potency means the concentration at half of the fitted maximal effect; on the % scale 0 is the no-effect control and ±100 the full control effect; nearly all actives have a fitted effect of over 80% in size
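TR-FRET (320 nm excitation; 590 and 665 nm emission) reports ADP made from 10 uM ATP by 25 nM enzyme; compounds were preincubated 10 min, reaction run 30 min, both at 37°C.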
EPAC1 agonist = qHTS for Agonist of cAMP-regulated guanine nucleotide exchange factor 3 (EPAC1): primary screen | 0.073% of 360,000 active | Potency, µM (highest dose often 154 µM), without a hit: at the top dose activation, most hits filed as activators | AID 720707, 2013 | EPAC1 agonist qHTS, biochemical assay; response scale: 100% = response to 6.5 mM cAMP | Rap guanine nucleotide exchange factor 3 (Homo sapiens), O95398; further: potency means the concentration at half of the fitted maximal effect; nearly all actives have a fitted effect of over 60% in size
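Nucleotide exchange by EPAC1 (100 nM) on Rap1B–BODIPY-GDP (250 nM) in the presence of 50 uM GDP is tracked fluorescently at 480/540 nm over 30 min. Signals are normalized to a 6.5 mM cAMP control.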
The depositor's hits bear a star; ? = inconclusive; / = not tested or not shown; [ ] = dose if it differs, or a comment. Unless noted, the call rests on the fitted dose curve; in most records, active means well fitted curve in the direction sought with a large enough effect; inconclusive means small, poorly fitted or top-dose-only effect, or another doubt; inactive means no such curve, though single readings can be large; an effect the other way counts as inactive or inconclusive. This is a subset (hit frequency here may not be typical).

SMILES | EPAC1 antagonist | WRN inhibitor | PI5P4K alpha inh | CCT chaperon mod | PLK1 PBD inh | EPAC2 antag | Mm-Cpn inhibitor | EPAC1 agonist
O=C(CCN1C(=O)/C(=C\C=C\c2ccccc2)SC1=S)Nc1ccccc1C(=O)O | -7% | ? | ? | -0.2 | 30µM* | ? | -1% | 7%
Cc1ccc(CNC(=O)Cn2nnc(C(=O)Nc3cc(C)ccc3C)c2N)cc1 | -6% | 3% | -2 | -0.3 | -5% | -4% | -3% | -6%
COc1ccc(C)cc1NC(=O)C/C(C)=N/NC(=O)Cc1cccc2ccccc12 | -22% | 4% | -2 | -1.4 | -11% | -10% | -1% | 7%
Cc1cc(C)c2c(N)c(C(=O)N3CCc4ccccc4C3)sc2n1 | 22% | 3% | 0 | 1.6 | -7% | -17% | -4% | -12%
CCOc1ccc(-c2cc(C(=O)NC3CCCCC3)[nH]n2)c(C)c1 | -16% | 0% | 0 | 1.4 | -14% | -12% | / | 0%
O=C(N/N=C/c1cccc(O)c1)c1ccc(COc2ccccc2Br)cc1 | -14% | -10% | -25 | -0.2 | -1% | 8% | 1% | 13%
CCCCNc1nc(N(C)c2ccccc2)nc(-n2ccnc2)n1 | -13% | 0% | -1 | -4.4 | -8% | -1% | -1% | 0%
Cc1ccc2c(c1)NC(=O)[C@@]1(C)[C@@H](c3ccccc3)[C@H]3COc4ccc(Cl)cc4[C@@H]3N1C2=O | -2% | -9% | 3 | 0.4 | -3% | 16% | -1% | -19%
CC(=O)c1c(NCc2ccccc2)nc(=O)n(-c2ccccc2)c1C | 10% | 18% | -4 | 1.4 | -4% | 17%[57.1 µM] | 0% | -5%
Cc1ccccc1C(=O)NC(NC(=S)Nc1ccc(S(N)(=O)=O)cc1)C(Cl)(Cl)Cl (configuration not stated) | -9% | -6% | 2 | -6.5 | -10% | -11% | 1% | 12%
COc1cc(/C=C/C(=O)NC2CCCCC2)cc(OC)c1OC | -11% | -11% | -1 | -4.5 | 27µM* | 9% | -1% | -6%
CC1C(=O)Nc2ccc(S(=O)(=O)N3CCCCCC3)cc21 (configuration not stated) | -1% | 1% | -7 | -0.6 | -4% | -2% | 1% | -1%
OC(COc1ccc2c(c1)OCO2)CN1CCN(c2ccccc2)CC1 (configuration not stated) | -9% | 2% | 0 | -0.9 | -9% | -11% | 1% | -2%
CCc1cc(=O)oc2cc(OCC(=O)NCCCN3CCOCC3)c(Cl)cc12 | 8% | -8% | 1 | -1.7 | 3% | 1% | -3% | -5%
CC1CCN(C(=S)NC(=O)c2ccccc2)CC1 | -4% | 6% | -2 | -1.8 | -10% | 6% | -1% | 2%
COc1ccc(C2=NN(C(=O)c3ccco3)C(c3cccs3)C2)cc1OC (configuration not stated) | 14% | -6% | 0 | 0.9 | -6% | -2% | / | -11%
O=C(NCc1nnnn1-c1ccc(F)cc1)c1ccc([N+](=O)[O-])o1 | -4% | -1% | 0 | -0.5 | -7% | 4% | 1% | 9%
Cc1nn(C)c(Cl)c1CN1CCCC(CCC(=O)NCc2ccccc2F)C1 (configuration not stated) | 4% | -7% | 1 | -2.4 | -4% | 5% | -2% | 11%
Cc1occc1-c1nnc(SCC(=O)N2CCN(c3ccccc3)CC2)n1C | -12% | 1% | 3 | 0.9 | -2% | 5% | 2% | 0%
Cc1ccc(C(=O)N2CCCC(c3ccccc3)=N2)cc1 | 6% | -1% | 1 | -4.5 | -11% | 1% | -1% | 4%
Cc1ccc(NNC(=O)Nc2ccc(Cl)cc2)nn1 | -6% | ? | -12 | -1.1 | 6µM* | -7% | -4% | 10%
O=C(CN1CCOCC1)N/N=C/c1ccc(-c2cccc(Cl)c2Cl)o1 | -4% | 3% | 0 | -2.5 | -1% | 1% | -1% | 5%
O=C(NC(Cc1c[nH]c2ccccc12)C(=O)Nc1ccc(OC(F)(F)F)cc1)c1cccs1 (configuration not stated) | -26% | -15%[57.1 µM] | 10 | -2.4 | -5% | -17% | 0% | -1%
O=C(c1ccc(NC(=S)NCc2ccco2)cc1)N1CCCCC1 | -5% | -15% | 2 | 1.9 | -16% | -4% | 0% | 3%
Cn1nc(C(F)(F)F)c(C(=O)Nc2ccc(F)cc2)c1Cl | -18% | 9% | 4 | 0.5 | -21% | 3% | 2% | -3%
(listing goes on)
SMILES | EPAC1 antagonist | WRN inhibitor | PI5P4K alpha inh | CCT chaperon mod | PLK1 PBD inh | EPAC2 antag | Mm-Cpn inhibitor | EPAC1 agonist
COC(=O)COc1ccc(S(=O)(=O)N2CCc3ccccc3C2)cc1C | -12% | -12% | / | 1.2 | -2% | -7% | 4% | 17%
COc1c(S(=O)(=O)N2CCN(c3ccc(F)cc3)CC2)ccc(Cl)c1Cl | ? | -5% | / | 2.8 | -5% | -4% | 0% | 4%
Cn1c(SCC(=O)c2ccc3c(c2)OCO3)nnc1C1COc2ccccc2O1 (configuration not stated) | 1% | 13% | -17 | 1.6 | ? | 13%[57.1 µM] | 0% | 1%
CCc1sc(C(=O)Nc2ccc3c(c2)OCO3)cc1C | ? | -28% | -72* | 0.0 | -10% | -18% | 0% | 6%
COc1ccc(OC)c(C(c2nnnn2CCC(C)C)N2CCN(C(=O)c3ccco3)CC2)c1 (configuration not stated) | -5% | -4% | 0 | -1.9 | -10% | -1% | -5% | 0%
Cc1occc1C(=O)Nc1nnc(-c2cccs2)s1 | 2% | -2% | -12 | -0.1 | -15% | 0% | -4% | 2%
CC1CCCN(C(=O)Cn2c3ccccc3c3nc4n(c(=O)c32)CCS4)C1 (configuration not stated) | 5% | -3% | 2 | -3.1 | 1% | 3% | -3% | 5%
Oc1ccc(Cc2ccccc2)c2cccnc12 | -15% | 8% | 5 | -3.2 | -14% | -5% | / | 3%
Cc1ccc(OCC(O)CNCc2ccc(F)cc2)cc1 (configuration not stated) | -3% | -2% | 7 | 0.4 | -4% | 1% | 0% | 5%
Cc1cc(C)c(C#N)c(SC2CCCCC2=O)n1 (configuration not stated) | 8% | -2%[57.1 µM] | / | -1.7 | -13% | 2% | -3% | 6%
Cc1ccc(NC(=O)COC(=O)CCn2c(C)csc2=O)cc1S(=O)(=O)N1CCOCC1 | -6% | -16% | 1 | -1.0 | -6% | 0% | 2% | 10%
CCNc1nc(CN2CCCCC2)nc2scc(-c3ccccc3)c12 | -14% | -6% | 10 | 3.0 | -1% | -5% | -3% | 3%
CCOC(=O)N1CCN(c2c(NCCc3ccc(C)cc3)c(=O)c2=O)CC1 | -5% | -3% | 3 | -0.7 | -2% | 4% | -1% | 8%
Cc1cc(C(=O)CN2C(=O)NC3(CCCCC3)C2=O)c(C)n1Cc1ccc2c(c1)OCO2 | 3% | 4% | / | -0.7 | -1% | 4% | -1% | 1%
O=C(COC(=O)c1cc(S(=O)(=O)N2CCCCC2)ccc1N1CCOCC1)c1ccc(Cl)cc1 | 6% | -8% | 1 | 0.8 | -3% | 3% | -16% | 14%
COc1ccc(/C=N/NC(=O)c2cccc(Br)c2)cc1COc1ccccn1 | -23% | -3% | 8 | -1.6 | -2% | -13% | 0% | 4%
O=C(/C=C/c1ccccc1)NC(=O)c1ccccc1O | 9% | -10% | 1 | -4.3 | -10% | -7% | 1% | -1%
CCOC(=O)N1CCN(c2nc(SC)nc3sc4c(c23)CC(C)(C)OC4)CC1 | -11% | -4% | 3 | -3.3 | -3% | -20%[57.1 µM] | ? | 13%
C=C(C)CNC(=S)/N=c1\scc(C)n1CC | 8% | -1% | -2 | -1.9 | -2% | 8% | -2% | -7%
CC(C)CC(NC(=O)C1CCC(C)CC1)C(=O)NCCN1CCOCC1 (configuration not stated) | 2% | 2% | -5 | 2.0 | -1% | 1% | 1% | -6%
COc1ccc(OC)c(NC(=O)COC(=O)C2CCN(C(=O)c3ccc(Cl)cc3)CC2)c1 | -13% | 3% | -4 | -2.9 | -7% | 2% | 0% | -3%
CCc1cccc(C)c1NC(=O)CC(C)(C)CC(=O)O | -8% | -3% | 8 | 1.9 | -1% | 8% | 0% | -3%
COc1ccc(N(C(=O)CNC(=O)c2cccs2)C(C(=O)NCC2CCCO2)c2ccccc2)c(OC)c1 (configuration not stated) | -16% | 2% | 13 | -1.9 | 3% | 1% | 1% | -9%
CSc1nc(Cl)cc(N2CCOCC2)n1 | -29% | 0% | 3 | -0.2 | -14% | -11% | -1% | 4%
Cc1ccc(NC2CCCN(C(=O)c3ccoc3)C2)cc1C (configuration not stated) | 2% | -9% | 7 | 0.0 | -4% | -6% | 0% | -2%

A draw from above in order of molecular weight, descending:
SMILES | EPAC1 antagonist | WRN inhibitor | PI5P4K alpha inh | CCT chaperon mod | PLK1 PBD inh | EPAC2 antag | Mm-Cpn inhibitor | EPAC1 agonist
Cc1cc(C(=O)CN2C(=O)NC3(CCCCC3)C2=O)c(C)n1Cc1ccc2c(c1)OCO2 | 3% | 4% | / | -0.7 | -1% | 4% | -1% | 1%
Cc1ccc(NC2CCCN(C(=O)c3ccoc3)C2)cc1C (configuration not stated) | 2% | -9% | 7 | 0.0 | -4% | -6% | 0% | -2%
CCc1cccc(C)c1NC(=O)CC(C)(C)CC(=O)O | -8% | -3% | 8 | 1.9 | -1% | 8% | 0% | -3%

Additional entries follow:
SMILES | EPAC1 antagonist | WRN inhibitor | PI5P4K alpha inh | CCT chaperon mod | PLK1 PBD inh | EPAC2 antag | Mm-Cpn inhibitor | EPAC1 agonist
Cc1cc(Br)ccc1S(=O)(=O)NCc1ccccc1 | -13% | 0% | 4 | 0.0 | 2% | -24% | 1% | -1%
N#CNC1=NCN(CCc2ccccc2)CN1 | 1% | -2% | -4 | -3.1 | -3% | -1% | 1% | -3%
COc1ccccc1/C=C/C(=O)OCC(=O)NC1CCCCCCC1 | -2% | -3% | 2 | -0.4 | -1% | -1% | 1% | 1%
CCn1c(SCC(=O)Nc2sc3c(c2C#N)CCCC3)nnc1-c1ccco1 | 9% | -3% | -10 | -4.1 | -15% | 11% | 1% | -5%
COc1ccc(CCNc2oc(-c3ccccc3OC)nc2C#N)cc1 | 0% | -13% | 16 | 0.5 | -20% | -23% | -2% | 8%
CCCCC(=O)NNC(=O)c1c(O)c2ccccc2[nH]c1=O | 5% | -6% | 1 | 0.6 | 4% | 39%[activator] | -1% | 2%
Cc1cc(C)nc(N/N=C/c2ccc(Cl)cc2)n1 | -1% | -4% | -9 | -1.6 | -6% | 0% | 2% | 7%
